HTT cytoprotect – Huntington cell model cytoprotection by ATP luminescence | PC12 HTT-Q103 induced, cytoprotection, ATP luminescence, 40 h | Potency, µM (titrated, usually from 56.4 µM), for the others: cytoprotection (ATP increase), actives largely listed as activators | actives 0.14% (n = 230,000) | AID 1471;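 also: % of control where 0% means no effect; nearly all actives have a fitted effect of over 45% in size; toxic huntingtin expression switched on by the ecdysone agonist tebufenozide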
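Huntington model: PC12 line, ecdysone-inducible HTTQ103 exon1–GFP, tebufenozide 100 nM. Test articles in a dose series. Endpoint luminescence from cellular ATP.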
SMN2 splice enh – SMN2 splice variant enhancement. HEK293 SMN2-luciferase splicing reporter, luminescence, 30-36 h. Potency, µM (doses to about 46.1 µM), for the others: at the highest dose activity change, positive = activation, actives largely listed as activators. actives 2.8% (n = 210,000). AID 1458; also: % of control where 0% means no effect; nearly all actives have a fitted effect of over 55% in size
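HEK293 cells carry an SMN2 minigene-luciferase reporter in which exon 7 inclusion puts luciferase in frame. Cells were seeded at 2000 cells/well, attached for 10-12 hours, then exposed to compounds for 30-36 hours at 37C before ONE-Glo luminescence.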
ALDH1A1 block – inhibitors of human aldehyde dehydrogenase 1A1; P00352; Purified ALDH1A1, NADH fluorescence, propionaldehyde substrate; Potency, µM (top dose mostly 75.3 µM), without a hit: at the highest dose activity, negative = inhibition, most hits filed as inhibitors; actives 7.3% (n = 220,000); AID 1030; active = well fitted inhibition curve with a large enough effect, not every such curve was filed as active; inconclusive = small, poorly fitted or top-dose-only effect, or another doubt; inactive = no such curve, though single readings can be large or run the other way;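 also: plate controls were no enzyme wells and a reference inhibitor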
Target sequence (P00352 whole entry, looked up): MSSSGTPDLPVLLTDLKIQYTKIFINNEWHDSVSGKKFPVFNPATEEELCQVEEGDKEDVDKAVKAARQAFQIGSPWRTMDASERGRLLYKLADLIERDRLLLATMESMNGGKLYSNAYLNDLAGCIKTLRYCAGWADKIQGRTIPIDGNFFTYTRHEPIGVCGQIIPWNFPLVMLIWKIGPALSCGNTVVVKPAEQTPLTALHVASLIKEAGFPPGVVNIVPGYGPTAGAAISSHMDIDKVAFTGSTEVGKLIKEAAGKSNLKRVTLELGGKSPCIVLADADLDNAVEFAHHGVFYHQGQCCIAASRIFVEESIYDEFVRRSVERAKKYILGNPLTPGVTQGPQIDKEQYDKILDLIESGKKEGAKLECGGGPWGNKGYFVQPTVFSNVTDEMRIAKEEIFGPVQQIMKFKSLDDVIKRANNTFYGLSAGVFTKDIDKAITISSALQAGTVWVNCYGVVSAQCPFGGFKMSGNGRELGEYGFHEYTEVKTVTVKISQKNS
HttQ103 aggreg – reduces HttQ103-GFP aggregates in PC12 cells | PC12 HttQ103-GFP aggregates, Acumen cytometry, 40 h | Potency, µM (series often up to 46.1 µM), without a hit: at the highest dose activity change, negative = inhibition, usual class: inhibitors | actives 1.1% (n = 220,000) | AID 1688; also: % is scaled to controls: 0 for no effect and ±100 for the full control effect; nearly all actives have a fitted effect of over 60% in size
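Aggregate formation scored by laser-scanning cytometer (488 excitation, 500–530 emission) in lysed PC12 cells expressing Q103-GFP after 100 nM tebufenozide induction; library tested in dose series, with ATPLite reagent added in the multiplex.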
Tau FP inhib – inhibitors of human tau fibril formation; P10636; K18 P301L tau heparin fibrillization, Alexa594 FP, 6 h; Potency, µM (series often up to 57.7 µM), for inactives: top-dose activity, negative = inhibition, usual class: inhibitors; actives 0.39% (n = 280,000); also: % is scaled to controls: 0 for no effect and ±100 for the full control effect; nearly all actives have a fitted effect of over 55% in size
Target sequence (P10636 561-689 P618L limits assumed): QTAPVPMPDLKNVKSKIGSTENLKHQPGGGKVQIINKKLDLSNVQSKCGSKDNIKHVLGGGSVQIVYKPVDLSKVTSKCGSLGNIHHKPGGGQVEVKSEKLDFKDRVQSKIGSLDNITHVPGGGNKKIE
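Steps: dispense K18 P301L tau (15 uM plus 0.24 uM Alexa 594 tracer, final) in pH 7 sodium acetate; add compound; add heparin (20 uM final); incubate 6 hr, 37 C; add ThT (30 uM final); after 1 hr ambient, read FP.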
KDM4E inh – inhibitors of human JMJD2E histone demethylase. AID 2147. actives 1.6% (n = 230,000). Potency, µM (highest dose often 57.1 µM), inactives show top-dose activity change, negative = inhibition, most hits filed as inhibitors. JMJD2E catalytic domain, FDH-coupled NADH fluorescence (FDH is formaldehyde dehydrogenase). B2RXH2; active = well fitted inhibition curve with a large enough effect, not every such curve was filed as active; inconclusive = small, poorly fitted or top-dose-only effect, or another doubt; inactive = no such curve, though single readings can be large or run the other way;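 also: 0% = wells with enzyme and -100% = buffer wells without enzyme; nearly all actives have a fitted effect of over 50% in size; many of its hits are not listed in these tables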
Target sequence (B2RXH2 1-337 limits assumed): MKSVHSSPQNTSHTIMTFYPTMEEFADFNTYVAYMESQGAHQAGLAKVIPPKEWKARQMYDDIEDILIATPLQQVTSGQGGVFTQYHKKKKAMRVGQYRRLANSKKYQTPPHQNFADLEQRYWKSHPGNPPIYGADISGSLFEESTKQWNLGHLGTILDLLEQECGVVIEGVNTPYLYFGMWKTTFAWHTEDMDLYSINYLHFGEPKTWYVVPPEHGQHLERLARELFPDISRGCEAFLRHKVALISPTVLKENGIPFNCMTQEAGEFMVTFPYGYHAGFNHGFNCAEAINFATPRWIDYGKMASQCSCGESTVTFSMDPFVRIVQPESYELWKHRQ
Tau ThT inhib – inhibitors of human tau fibril formation, thioflavin T binding; recombinant tau K18 P301L, heparin-induced fibrillization, ThT fluorescence; Potency, µM (doses to about 57.4 µM), for the others: at the top dose activity, negative = inhibition, most hits filed as inhibitors; actives 2.1% (n = 270,000); AID 1460; also: % is scaled to controls: 0 for no effect and ±100 for the full control effect; nearly all actives have a fitted effect of over 55% in size
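Recombinant human tau K18 fragment […] carrying P301L, 15 uM unlabeled plus 0.24 uM Alexa 594-labeled, was fibrillized with 20 uM heparin in 100 mM sodium acetate pH 7 for 6 hr at 37 C; 30 uM ThT fluorescence read after 1 hr.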
Tau fluor counter – counter-screen for tau fibril formation inhibitors; tau K18 P301L (four-repeat tau fragment) Alexa594 fluorescence, heparin fibrillization; Potency, µM (highest dose often 57.7 µM), for the others: top-dose activity change, negative = decrease; actives 0.93% (n = 280,000); AID 1463; also: % is scaled to controls: 0 for no effect and ±100 for the full control effect; nearly all actives have a fitted effect of over 55% in size
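Human K18 P301L tau (15 uM unlabeled plus 0.24 uM Alexa 594-labeled, final) in 100 mM sodium acetate pH 7 was mixed with compound and 20 uM heparin and incubated 6 hr at 37 C.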
* hit, by the source's call; ? = inconclusive; nt = not tested or not shown; [ ] = remark or other dose. Unless noted, calls follow the shape of the dose curve; as a rule, active = well fitted curve in the direction sought with a large enough effect; inconclusive = small, poorly fitted or top-dose-only effect, or another doubt; inactive = no such curve, though single readings can be large; an effect the other way counts as inactive or inconclusive. Potency is read from the fitted curve at half-maximal effect.

SMILES	HTT cytoprotect	SMN2 splice enh	ALDH1A1 block	HttQ103 aggreg	Tau FP inhib	KDM4E inh	Tau ThT inhib	Tau fluor counter
O=C(O)CCC(=O)N1N=C(c2c(-c3ccccc3)c3cc(Cl)ccc3[nH]c2=O)CC1c1ccccc1 (stereo unspecified)	12%[10 µM]	nt	5%	-4%[9.22 µM]	-7%[2.34 µM]	-1%	4%	8%[2.34 µM]
O=c1c(Cl)c(NCc2ccc(F)cc2)cnn1C12CC3CC(CC(C3)C1)C2	-53%[inhibitor][10 µM]	-76%[inhibitor]	-4%	0%	7%	-6%	11%	4%
COCCCNC(=O)c1ccccc1Oc1ccccc1	-1%	-11%	10%	-20%	4%	6%	-9%	-2%
CNC(=O)[C@H](C)/C=C(\c1cccnc1)C(NC(=O)OCc1ccccc1)c1ccc(C(=O)OC)cc1 (stereo partly specified)	3%	-5%	1%	nt	6%	10%	-8%	-2%
COc1ccc(N/N=C(/C)c2cnnc(-c3ccccc3)n2)cc1	nt	8%	9.5µM*	-11%	11%	-7%	2.8µM*	?
O=c1c2cccnc2n(Cc2cccc(F)c2)c(=O)n1Cc1ccccc1Cl	nt	3%	nt	nt	?	nt	-7%	?
Cc1cc(C)c2c(CC(=O)Nc3ccc(S(=O)(=O)Nc4nc(C)cc(C)n4)cc3)coc2c1	nt	23%	nt	nt	1%	nt	-1%	-20%
Cc1cccc(-n2c(Cc3ccccc3)n[nH]c2=S)c1	-10%[10 µM]	-9%	-9%	-6%[9.22 µM]	3%	-29%	-12%	-7%
Cc1nc2ncnn2c(N2CCN(C(=O)Cc3cccs3)CC2)c1C	0%	-7%	7.9µM*	8%	4%	-6%	-3%	-2%
Cc1cccc(NC(=S)NC(=O)CC2CC(C)(C)OC2=O)c1 (stereo unspecified)	4%	-2%	-8%	12%[9.22 µM]	-3%	2%	1%	-5%
Cc1nc2c(sc3nc(N4CCOCC4)c4c(c32)CC(C)(C)OC4)c(-c2ccc(Cl)cc2)c1C(=O)O	4%[10 µM]	nt	nt	24%[9.22 µM]	1%	?	?	-16%
O=C(N/C(=C\c1cccnc1)c1nc2ccccc2[nH]1)c1cccc(Br)c1	29%[10 µM]	-9%	0%	-4%	-1%	-27%	9%	3%
COc1ccc(C2=[N+]([O-])C(C)(C)C(c3ccccc3)=N2)cc1	-3%	-9%	-6%	1%	-1%	9%	?	-5%
O=c1c(Oc2ccccc2F)coc2cc(OCc3cnn(-c4ccccc4)c3)ccc12	3%[10 µM]	-7%	?	10%	-6%	1%	-4%	1%
CC1(C)OC(=O)C(=CNC(Cc2c[nH]c3ccccc23)C(=O)O)C(=O)O1 (stereo unspecified)	6%	-7%	25µM*	-4%	2%	4%	-8%	-4%
COC(=O)Nc1ccc(S(=O)(=O)N2CCCC(C(=O)Nc3cccc4c3OCCO4)C2)cc1 (stereo unspecified)	-25%[0.074 µM]	25%	?	?	8%	-3%	3%	-6%
Cc1ccc(C(=O)NCC(c2ccc(F)cc2)N2CCOCC2)cc1 (stereo unspecified)	31%[10 µM]	nt	nt	-3%[9.22 µM]	6%	5%	1%	-1%
CCOC(=O)c1cnc2[nH]c3ccccc3n2c1=O	-9%[10 µM]	nt	-7%	2%[9.22 µM]	3%	-4%	6%	15%
O=c1oc2ccc3ccccc3c2cc1-c1nnc(Nc2ccc(Cl)cc2Cl)s1	nt	-3%	nt	nt	0%	nt	-4%	-2%
NC(=O)Nc1ccc(Oc2c(F)c(F)c(F)c(F)c2F)cc1	-11%	-8%	10%	3%	-6%	9%	1%	-10%
O=C1CCC([N+](=O)[O-])C(c2ccc(Cl)c([N+](=O)[O-])c2)N1 (stereo unspecified)	nt	-27%	-3%	10%	2%	6%	6%	2%
Cc1cccc(NC(=O)C2CCCN(S(=O)(=O)c3c(C)noc3/C=C/N(C)C)C2)c1C (stereo unspecified)	nt	12%	nt	nt	5%	nt	?	-15%
O=C(Nc1ccccn1)C(=O)Nc1ccccn1	4%[10 µM]	nt	8%	-8%[9.22 µM]	-3%	7%	-14%	-14%
COC(=O)c1cc2sc(Cl)cc2n1CC(=O)NCCC(C)C	5%	-2%	4%	2%	-2%	-1%	0%	-7%
CCC1(c2ccc(F)cc2)NC(=O)N(CC(=O)Nc2ccc(S(N)(=O)=O)cc2)C1=O (stereo unspecified)	30%	11%	5%	14%	1%	-2%	1%	0%
O=c1[nH]c(C2CCCN(S(=O)(=O)c3ccccc3)C2)nc2c1nnn2Cc1ccc(OC(F)(F)F)cc1 (stereo unspecified)	nt	0%	nt	nt	-8%	nt	8%	-3%
Cc1ccc(NC(=O)COC(=O)CNC(=O)C2CCCCC2)c(Br)c1	-28%	14%	-4%	10%	9%	3%	1%	8%
COc1ccc(C(=O)Nc2ccccc2NC(=O)c2ccco2)cc1OC	-5%	-3%	6%	10%	-5%	4%	-7%	-7%
OCC1OC(n2cnc3c(Cl)nc(Cl)nc32)C(O)C1O (stereo unspecified)	nt	-5%	-5%	nt	-2%	1%	-3%	0%
COc1cccc(OC)c1C(=O)Nc1cc(C)nn1-c1nc2ccccc2[nH]1	-12%	-26%	-4%	?	?	14%	-6%	?
O=C(NC(=S)N1CCN(c2ccc(Cl)cc2[N+](=O)[O-])CC1)c1cccs1	4%[10 µM]	-69%[inhibitor]	7.9µM*	-5%	10%	4%	10%	3%
COc1ccc(Cc2n[nH]c(=S)n2-c2ccc3c(c2)OCCO3)cc1	7%[10 µM]	nt	?	12%[9.22 µM]	1%	-9%	-3%	-7%
COCc1cc(C)nc(SCC(=O)Nc2ccc(C)c(C)c2)c1C#N	-4%[10 µM]	22%	?	-5%	-4%	?	-15%	-3%
COc1ccc(/C=N\NC(=O)C2C(=O)NCC2c2ccccc2)cc1O (stereo unspecified)	-17%	2%	-3%	-13%	2%	-6%	-7%	-5%
Cn1c(CCNC(=O)C2CCCCC2)nc2cc([N+](=O)[O-])ccc21	-11%	-15%	0%	11%[9.22 µM]	2%	-6%	4%	3%
COc1ccc(/C=N/NC(=O)c2cccc(O)c2)cc1Cn1nc(C)c([N+](=O)[O-])c1C	-77%[inhibitor]	-21%	-2%	-13%	-14%	0%	-15%	?
C=C1C(=O)OC2C[C@@]3(C)CCCC(=C)[C@@H]3CC12 (stereo partly specified)	1%[1.9 µM]	nt	-7%	nt	-2%	8%	-6%	-5%
CNS(=O)(=O)c1ccc(NC(=O)Nc2cccc(F)c2)cc1	-1%[10 µM]	nt	7%	-15%[9.22 µM]	2%	11%	-7%	-14%
Cc1ccc(CCNC(=O)CCc2nc3ccccc3[nH]2)cc1	-15%[10 µM]	-42%[inhibitor]	-2%	10%	7%	-10%	-3%	-3%
CC1(C)CC(=O)C=C(NC2CC(C)(C)NC(C)(C)C2)C1	-1%	nt	22%	8%	4%	1%	-7%	-1%
CCOC(=O)c1cnc(SCC#N)nc1N	28%[10 µM]	nt	nt	-9%[9.22 µM]	2%	-1%	nt	0%
Cc1cc(N2CCN(C)CC2)nc2ccc(NC(=S)N3CCN(c4cccc(Cl)c4)CC3)cc12	-32%[inhibitor]	20%	?	?	-3%	?	?	-21%
CC(C)c1nc(CNC(=O)CC2C(=O)NCCN2Cc2ccoc2)cs1 (stereo unspecified)	4%[10 µM]	nt	-7%	3%[9.22 µM]	-11%	-9%	-16%	-5%
CNC(=O)CSCc1c(F)cccc1Cl	-6%[10 µM]	3%	0%	17%	-1%	6%	2%	2%
Fc1ccccc1CSc1ncn[nH]1	4%[10 µM]	3%	-3%	-11%	4%	-17%	6%	5%
O=C(O)CCCNC(=O)CCCNC(=O)C(c1ccccc1)c1ccccc1	19%[10 µM]	-2%	11%	-25%	-4%	4%	-5%	-3%
Cn1c(Cn2nnc3ccccc32)nnc1SCC(=O)NCc1ccc2c(c1)OCO2	-2%	-6%	5%	-15%	-5%	-2%	1%	1%
CCOC(=O)Cn1nc(C)n(-c2ccc(C)cc2)c1=O	?	-15%	14%	15%	2%	6%	-4%	5%
CCOc1ccc(S(=O)(=O)NCCC(=O)N2CCN(c3ccc(OC)cc3)CC2)cc1	-9%	-20%	-2%	11%	8%	-2%	?	-8%
Cc1ccc(Nc2ncnc3sc(C)c(C)c23)cc1	-4%[10 µM]	?	-9%	?	5%	-3%	?	-15%
CCOc1ccccc1OCCCC(=O)OCC(=O)Nc1cccc(Cl)c1	14%[10 µM]	-5%	3%	-9%	-7%	-1%	-5%	-27%
CC(=O)c1cccc(NC(=O)c2cnn3ccccc23)c1	-46%[inhibitor]	nt	-18%	-15%	14%	?	0%	-2%
CCCS(=O)(=O)c1ncc(Cl)c(C(=O)Nc2c(C(=O)Nc3ccccc3)oc3ccccc23)n1	nt	5%	nt	nt	-8%	nt	7.1µM*	?
COC(=O)c1ccccc1N=Nc1c(C)[nH][nH]c1=O	15%[10 µM]	nt	nt	32%[9.22 µM]	6%	-3%	?	-2%
Cc1ccc(NC(=O)CN(c2ccccc2)S(=O)(=O)N(C)C)cc1Cl	nt	-33%[inhibitor]	nt	nt	-15%	nt	-1%	?
CCOC(=O)CSc1nnc(NC(=O)c2cc([N+](=O)[O-])cc([N+](=O)[O-])c2)s1	13%[10 µM]	22%	-6%	5%	0%	3%	?	-16%
COc1ccc(-c2c3c(=O)n(C)c(=O)n(C)c3c3c(-c4ccccc4)nc4ccccc4n23)cc1	nt	-9%	nt	nt	-1%	nt	?	-16%
COc1cccc(-n2cnc3sc4c(c3c2=O)CCC4)c1	20%[10 µM]	nt	-3%	31%[9.22 µM]	-1%	-7%	-4%	-1%
CCOc1ccc(NC(=O)Cn2c(CCC(=O)O)ccc2-c2ccc(Cl)cc2)cc1	nt	-1%	nt	nt	6%	nt	-10%	-7%

Screening data deposited in PubChem BioAssay by National Center for Advancing Translational Sciences (NCATS).

A portion of the library. The share of hits here may be higher or lower than overall.
